Assay outcomes deposited in PubChem by Broad Institute.
ARNT-TACC3 inh – disrupts binding between human ARNT and TACC3; Q9Y6A5; AlphaScreen His-ARNT PAS-B/GST-TACC3 binding, luminescence; TACC3 fragment carries E629A point mutation; inhibition, % at 9.99 µM; 0.66% of 390,000 active; AID 623870;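 active means mean inhibition of replicates at least 50% and at least half of replicates each reaching 50%; inconclusive means half or more replicates reach 50% but mean below 50%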;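 further: 0% = complete ARNT plus TACC3 wells and 100% = ARNT alone without TACC3; many hits fall short of the cut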
miR-122 sensor – inhibitors of miR-122 in Huh7 cells; Huh7 miR-122 Renilla luciferase sensor, 48 h; neutral wells = 0, positive control = 100; activation (reporter increase), % at 12.5 µM; 0.3% of 340,000 active; AID 602342;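 active means mean replicate activation score at least 90 and every replicate individually at or above 90; inconclusive means only one of the two criteria met; inactive means neither criterion met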;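 further: higher luciferase means less miR-122 activity so hits act as miR-122 inhibitors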
SIRT5 block – inhibitors of human sirtuin-5 desuccinylase. 1.1% of 330,000 active. Q9NXA8. inhibition, % at 15 µM. AID 652115. Purified SirT5, succinyl-peptide AMC, trypsin-coupled fluorescence; in the data active means inhibition above about 15%; inconclusive means no clear call, values can overlap the other calls
Target sequence (Q9NXA8 whole entry, looked up): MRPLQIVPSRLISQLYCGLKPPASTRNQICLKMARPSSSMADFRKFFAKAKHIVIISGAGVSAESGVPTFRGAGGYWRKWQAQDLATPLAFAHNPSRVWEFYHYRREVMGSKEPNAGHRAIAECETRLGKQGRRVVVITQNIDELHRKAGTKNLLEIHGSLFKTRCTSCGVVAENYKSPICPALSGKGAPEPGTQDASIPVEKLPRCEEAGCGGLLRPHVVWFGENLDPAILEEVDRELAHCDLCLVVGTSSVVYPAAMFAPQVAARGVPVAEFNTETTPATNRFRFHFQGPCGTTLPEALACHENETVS
ERp5 block – blocks human ERp5 reductase activity on insulin. Q15084. ERp5 insulin aggregation, absorbance 650 nm, 90 min. inhibition, % at 9.99 µM. 0.05% of 350,000 active;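 active means mean replicate inhibition above about 25%, with every replicate also reaching it, limit read from the data, passing the limit was not always enough; inconclusive means only one of those two criteria met; inactive means neither criterion met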
Target sequence (Q15084 whole entry, looked up): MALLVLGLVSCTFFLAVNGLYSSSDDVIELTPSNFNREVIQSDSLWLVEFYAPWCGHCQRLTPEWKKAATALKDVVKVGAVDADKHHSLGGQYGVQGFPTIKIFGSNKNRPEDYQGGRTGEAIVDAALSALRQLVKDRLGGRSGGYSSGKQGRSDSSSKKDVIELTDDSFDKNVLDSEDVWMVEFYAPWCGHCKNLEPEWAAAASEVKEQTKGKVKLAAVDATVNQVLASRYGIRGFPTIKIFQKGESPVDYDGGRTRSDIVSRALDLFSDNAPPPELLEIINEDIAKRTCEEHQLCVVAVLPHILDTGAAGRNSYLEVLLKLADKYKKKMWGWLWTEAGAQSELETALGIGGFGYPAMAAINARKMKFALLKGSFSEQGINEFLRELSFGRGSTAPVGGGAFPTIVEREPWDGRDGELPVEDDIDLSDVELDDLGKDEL
Statin myotox sup – suppressors of simvastatin-induced myotoxicity in C2C12 myotubes. AID 602340. 0.78% of 330,000 active. rescue of ATP level, % at 7.49 µM. ATP luminescence, 48 h; scaled: DMSO 0, geranylgeraniol control 100;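 active means mean ATP rescue above about 67%, or every replicate alone reaching that limit, limit read from the data, passing the limit was not always enough; inconclusive means no clear call, values can overlap the other calls; inactive means mean under the limit and some replicate under it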;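 further: myotubes were challenged with 10 µM simvastatin during compound exposure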
esBAF inh – SWI/SNF esBAF complex inhibition; 2% of 350,000 active; mouse ES cells, Bmi1-luciferase knock-in reporter, 24 h; 100% = twice the neutral-well signal; reporter increase, % at 12.5 µM; in the data active means activation above about 40%; inconclusive means no clear call, values can overlap the other calls;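 further: 0% = median of the plate's neutral control wells and 100% = double that signal; a rise in the Bmi1 reporter signal indicates esBAF inhibition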
Cneo AK release – causes C. neoformans cell lysis. adenylate kinase release luminescence, 4 h; normalised: neutral wells 0, clomiphene wells 100. lysis activity, % at 15 µM. 0.2% of 360,000 active;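 active means mean lysis activity across replicates of at least 80%, whatever share of replicates individually reach that level; inactive means mean lysis activity below 80%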
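Test system: log-phase Cryptococcus neoformans yeast cells. Input: 5 × 10^6 yeast cells/mL. Medium: fresh YPD growth medium. Doses: single dose. Incubation: static 4 h at 37 °C with compound, 1 h detection. Measured by: luminescent adenylate kinase detection reagent. Read-out: signal increase indicating cell lysis. Benchmarks: Clomiphene.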
Numbers without * were called inactive; u = inconclusive; x = no result given; [ ] = another dose, or the depositor's remark. Hits appear at their usual frequency, and some 4% of all compounds hit somewhere here.

SMILES	ARNT-TACC3 inh	miR-122 sensor	SIRT5 block	ERp5 block	Statin myotox sup	esBAF inh	Cneo AK release
O=C(CCn1nnc2ccccc21)OCC(=O)c1ccc([N+](=O)[O-])cc1	0	-7	1	-3	-5	-9	2
CCOC(=O)c1csc(NC(C)=O)n1	-8	x	-4	-9	x	x	x
Cc1[nH]c2ccccc2c1/C=N/NC(=O)CNC(=O)c1ccc2c(c1)OCCO2	-2	x	0	2	x	x	x
O=C(NOC(=O)c1ccccc1Cl)c1cccs1	-2	-5	x	x	-163	-1	0
CN(C)C(=O)C[C@@H]1CC[C@@H]2[C@H](COC[C@H](O)CN2C(=O)C2CCOCC2)O1	-13	-1[16.7 µM]	3	5	-2	-4	43
COc1cccc(Nc2nc(-c3cccnc3)cs2)c1	-1	8	0	1	-41	u	1
O=C(NCCCN1CCCC1=O)Nc1cc(Cl)ccc1Cl	-6	x	-1	5	x	x	0
COc1ccc([N+](=O)[O-])cc1NS(=O)(=O)c1cccc(C(=O)O)c1	-11	-4	2	0	6	-7	-1
CCOC(=O)c1c(C)[nH]c(C)c1S(=O)(=O)NC(C)Cc1ccco1 (stereo not drawn)	-17	63	3	3	11	4	-4
COCC(=O)NC[C@@H]1[C@@H](c2ccccc2)[C@@H](CO)N1C(=O)c1ccccc1	-14	25[16.7 µM]	2	3	-5	0	6
CN=c1scc(-c2c[nH]c3ccccc23)n1C	1	5	-2	-11	-21	-5	x
COc1ccc(S(=O)(=O)N2CCCC(C(=O)NC3CCCCC3)C2)cc1 (stereo not drawn)	-1	-1	x	x	-10	-5	0
Cc1ccc(-n2c(C)cc(C=C3C(=O)CC(C)(C)CC3=O)c2C)cc1	-12	x	-8	9	x	x	x
C=CCOc1ccccc1/C=N/n1nnnc1N	-10	-8	-2	1	0	-2	4
O=C(C1CCCC1)N1C[C@@H]2[C@H](c3ccccc31)[C@@H](CO)N2C(=O)c1ccccc1F	x	20[16.7 µM]	7	-1	-2	4	-2
CCc1ccc(NC(=O)CCS(=O)(=O)c2ccc(Br)cc2)cc1	0	0	-5	4	1	6	0
Nc1nnn(CC(=O)N/N=C/C=C/c2ccccc2)n1	-6	x	1	1	x	x	2
Cc1ccc(NC(=O)COC(=O)C2CSC3(C)CCC(=O)N23)c(C)c1 (stereo not drawn)	-3	-2	2	-13	0	-7	2
O=C(Cn1nc(-c2ccccc2)c2ccccc2c1=O)NCCO	5	-2	-3	4	-1	-1	1
COc1cccc(N/C(SC)=C(/C#N)C(=O)NCc2cccs2)c1	-2	x	-1	-3	x	x	x
CC(C)c1ccc(C(=O)NCCCc2ccccc2)cc1	-7	-9	x	x	6	55*	-1
CS(=O)(=O)N1CCC(Oc2ccccc2C(=O)NC2CCCCCC2)CC1	-16	x	3	3	x	x	x
CCOc1ccc(C(=O)N[C@H](C(=O)NNC(=O)c2cccs2)C(C)C)cc1	-7	8	x	u	-5	-1	0
COc1ccc(S(=O)(=O)N2CCCCCC2)cc1NC(=O)c1ccccc1S(C)(=O)=O	5	x	-1	2	-2	2	2
Cc1ccc(-n2c(SCC(=O)N3CCOCC3)nnc2-c2ccncc2)cc1C	30	1	-1	2	15	-4	14

(list continues)
SMILES	ARNT-TACC3 inh	miR-122 sensor	SIRT5 block	ERp5 block	Statin myotox sup	esBAF inh	Cneo AK release
COCC(=O)N(C)C[C@H]1Oc2cc(-c3ccccc3)ccc2S(=O)(=O)N([C@H](C)CO)C[C@@H]1C	13	2[16.7 µM]	0	0	-9	-3	-4
Cc1cccc(COCC(Cc2ccccc2)N2CCN(C(=O)c3cccc(Cl)c3)CCC2=O)c1 (stereo not drawn)	3	1	x	2	12	11	-2
CC(=O)c1cc(C)ccc1OC(=O)c1cccc2nc(C)oc12	x	7	x	x	-13	6	0
COc1ccc(-c2ccc(SCC(=O)N3CC(=O)Nc4ccccc43)nn2)cc1	-4	1	-1	4	7	49*	-4
COc1ccc(Cl)cc1C(=O)NNC(=O)C1COc2ccccc2O1 (stereo not drawn)	4	-12	-7	-1	-3	-8	1
Cc1ccc(CNC(=O)CCC(=O)Nc2nnc(C(C)C)s2)cc1	1	1	-3	6	4	2	1
CCOC(=O)c1c(C)[nH]c(C)c1S(=O)(=O)N(C)CC(=O)Nc1cc(C)ccc1OC	3	6	-1	-6	16	3	1
O=C1OCCN1C(=O)[C@H]1[C@H](c2ccc(F)cc2)C(c2ccccc2)=NN1c1ccccc1	-13	8	-2	6	-5	-10	2
Cc1nnc(Nc2ccc(F)cc2)c2ccccc12	26	-3	0	2	-5	-2	-1
O=C(NCC[C@H]1CC[C@H](NC(=O)c2ccccc2F)[C@@H](CO)O1)c1ccc2c(c1)OCO2	2	-19[16.7 µM]	0	3	12	2	-1
COc1ccc(NC(=O)Nc2ccc(Cc3ccncc3)cc2)c(OC)c1	-21	-4	-8	12	x	x	1
Clc1ccc(-c2csc(N3CCc4ccccc4C3)n2)cc1	0	0	x	x	-3	3	1
N#Cc1nc(-c2ccc(Cl)cc2)oc1NCc1ccco1	-1	-4	x	x	-5	52*	-1
COc1ncccc1C(=O)N1CCCC(N2CCN(c3cccc(Cl)c3)CC2)C1 (stereo not drawn)	-3	x	4	-4	-2	4	-1
N#CCSc1nnc2sc3ccccc3n12	10	-6	x	5	-1	-5	-1
CNC[C@H]1OCCCC[C@@H](C)Oc2ccc(NC(=O)NC3CCCCC3)cc2C(=O)N([C@@H](C)CO)C[C@H]1C	x	-6[16.7 µM]	x	x	44	0	x
O=C(O)c1cccc(NS(=O)(=O)c2ccc(C3CCCCC3)cc2)c1	-25	6	x	x	0	7	0
CC1CCCCC1NC(=O)C1CCN(S(=O)(=O)N2CCC3(CC2)OCCO3)CC1 (stereo not drawn)	-4	-3	x	x	-4	10	0
CCOc1ccc(NC(=O)Cn2nnc(-c3ccccc3NC(=O)c3cccs3)n2)cc1	-1	-11	x	x	-40	-5	-1
Cc1noc(C)c1NC(=O)N(C)C[C@@H]1Oc2ccc(NC(=O)Nc3ccc4c(c3)OCO4)cc2CC(=O)N([C@H](C)CO)C[C@@H]1C	x	0[16.7 µM]	0	-2	-8	-2	0
CC(CC(=O)Nc1ccc(Br)cc1F)S(=O)(=O)c1ccc2c(c1)NC(=O)CO2 (stereo not drawn)	15	2	-8	-2	-12	5	0
C[C@H]1CCCCO[C@H](CN(C)C(=O)c2ccncc2)[C@@H](C)CN([C@@H](C)CO)C(=O)c2cc(NC(=O)c3ccncc3)ccc2O1	-1	1[16.7 µM]	-6	4	x	4	-2
CC(C)C(=O)Nc1c2c(nc3ccccc13)N(C)CC2	-2	-13	x	x	5	-12	-1
C[C@@H](O)C#Cc1ccc([C@H]2[C@H](CO)N3CCCCN(C(=O)Nc4ccccc4)C[C@@H]23)cc1	25	25[16.7 µM]	4	-6	12	-11	10
O=C(Cc1ccc([N+](=O)[O-])cc1)NC1CCCCCC1	-3	x	-1	6	11	4	2

More entries follow.
SMILES	ARNT-TACC3 inh	miR-122 sensor	SIRT5 block	ERp5 block	Statin myotox sup	esBAF inh	Cneo AK release
C[C@@H]1CN([C@@H](C)CO)C(=O)c2cccc(NS(=O)(=O)c3cn(C)cn3)c2O[C@H]1CN(C)Cc1ccccc1	-12	-2[16.7 µM]	-3	2	-19	2	0
COc1cc(/C=N\NC(=O)c2ccc(C)nc2)ccc1OC(=O)c1cccc(F)c1	5	-1	0	-3	-3	0	0
C=C(C)CSc1nnc(-c2ccc(C)cc2)n1N	-3	-18	x	x	0	58*	-1
Cc1noc(C)c1-c1ccc(C(=O)N2CCN(C)CC2)c2occc12	x	1	-3	-3	9	-1	-1
COC(=O)[C@@H](NC(=O)c1cc(COc2cncc(Cl)c2)on1)c1ccccc1	-7	0	2	-1	14	9	-2
Cc1cc(Cl)c(S(=O)(=O)N2CCN(c3ccccc3)CC2)cc1OCC(N)=O	x	-2	x	x	-3	1	-1
C=C1Cn2c(nnc2-c2ccc(Cl)cc2)S1	5	2	x	11	-4	-7	3
CN(c1ccc(C(=O)NCc2ccco2)cc1)S(C)(=O)=O	-38	1	x	x	107*	-1	2
COc1ccc(NC(=O)CC(C(=O)O)N2CCCCC2)cc1 (stereo not drawn)	-6	2	x	x	1	-4	1
CCc1nnc(NS(=O)(=O)c2ccc(NC(=O)/C=C/C(=O)O)cc2)s1	-8	2	-3	-2	1	-1	-1
C[C@H](CO)N1C[C@H](C)[C@@H](CN(C)Cc2ccc(C(F)(F)F)cc2)Oc2c(NS(=O)(=O)c3ccccc3)cccc2C1=O	3	-9[16.7 µM]	-3	2	20	6	1
C=CCn1cc(F)c(=O)n(CC=C)c1=O	3	0	13	-2	5	1	8
C[C@H](CO)N1C[C@H](C)[C@H](CN(C)Cc2ccc(C(F)(F)F)cc2)Oc2c(NC(=O)Nc3ccc4c(c3)OCO4)cccc2C1=O	-1	45[16.7 µM]	3	1	41	-5	46
CCCCN(CCCC)/C(N)=N/c1nc(C)cc(C)n1	-1	x	0	4	x	x	x
CCOC(=O)/C=C/C(=O)Nc1nccs1	x	-1	1	2	-1	4	-3
C/C=C/c1ccc2c(c1)O[C@@H](CN(C)C(=O)c1ccc(F)cc1)[C@@H](C)CN([C@@H](C)CO)S2(=O)=O	10	8[16.7 µM]	-1	-6	17	0	-13
Cc1ccc(S(=O)(=O)Nc2ccc3c(c2)C(=O)N([C@@H](C)CO)C[C@@H](C)[C@H](CN(C)C(=O)NC(C)C)OCCCC[C@H](C)O3)cc1	-10	0[16.7 µM]	3	-3	x	2	1
COc1ccc(C(=O)NCC(c2cccnc2)N2CCN(c3ccc(F)cc3)CC2)cc1OC (stereo not drawn)	-3	0	-3	-2	2	-6	-2
